ABCB6 inh 2 = ABCB6 transporter inhibitors, primary screen, K562-ABCB6 cells, flow cytometry, MLPCN library. AID 602162, 2011. 360,000 tested, 0.19% active. K562-ABCB6 porphyrin accumulation, 1 h; stronger effect = lower value. ATP-binding cassette sub-family B member 6 (Homo sapiens), Q9NP58. fluorescence ratio to DMSO, % at 10 µM;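 active means fluorescence ratio to DMSO below 75%, the collection mean minus 3 SD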;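 further: signal is porphyrin accumulated inside mitochondria; 100% equals median channel fluorescence of DMSO control wells; lower ratio means ABCB6 inhibition with less porphyrin fluorescence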
HTR2A ag = mouse Htr2a agonists via beta-arrestin recruitment, primary screen, cell-based, luminescence; CHO-K1 mHTR2A beta-arrestin complementation; percent of 30 µM serotonin response; activation, % at 7.6 µM; 5-hydroxytryptamine receptor 2A (Mus musculus), P35363; 360,000 tested, 0.66% active;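 active means activation above a run cutoff, the mean activation of all tested compounds plus 3 SD, cut at about 14% in these data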;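 further: 0% = plate median of compound wells and 100% = 30 µM serotonin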
ABHD5-PLIN5 inh = ABHD5-PLIN5 interaction inhibitors, primary screen, cell lysate, split luciferase complementation, luminescence; Split G. princeps luciferase complementation, 4 h; inhibition, % at 4 µM; 360,000 tested, 0.78% active; AID 602281, 2012;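 active means inhibition above the mean inhibition across every tested compound plus 3 SD, cut at about 22% in these data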;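 further: 0% = DMSO only wells and the 100% control is not disclosed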
N-glyco inh = increase of ERlucT glycosylation luciferase signal, primary screen, N-linked glycosylation inhibitor project, D54 ERlucT cells, luminescence, set 2. D54 ERlucT glycosylation luciferase reporter, 24 h; percent of 100 nM tunicamycin response. reporter increase, % at 12.5 µM. 360,000 tested, 0.23% active. AID 588692, 2011;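 active means mean luciferase reporter signal, scaled so untreated is 0 and the glycosylation-blocking control 100, at or above a set limit in every replicate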;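 further: luciferase carries N-glycosylation sites so blocking glycosylation raises the light; 0% = median of neutral control wells and 100% = median of 100 nM tunicamycin wells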
MC4R ag barr = MC4R agonists recruiting beta-arrestin, primary screen, cell-based, luminescence, agonist arm of biased-ligand search. Melanocortin receptor 4 (Homo sapiens), P32245. U2OS MC4R beta-arrestin complementation; percent of melanotan II response, DMSO zero. activation, % at 8.9 µM. 360,000 tested, 0.98% active;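 active means activation above a per-plate cutoff, the mean activation of sample wells on that plate plus 3 SD, cut at about 8% in these data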
Target sequence (P32245 whole entry, looked up): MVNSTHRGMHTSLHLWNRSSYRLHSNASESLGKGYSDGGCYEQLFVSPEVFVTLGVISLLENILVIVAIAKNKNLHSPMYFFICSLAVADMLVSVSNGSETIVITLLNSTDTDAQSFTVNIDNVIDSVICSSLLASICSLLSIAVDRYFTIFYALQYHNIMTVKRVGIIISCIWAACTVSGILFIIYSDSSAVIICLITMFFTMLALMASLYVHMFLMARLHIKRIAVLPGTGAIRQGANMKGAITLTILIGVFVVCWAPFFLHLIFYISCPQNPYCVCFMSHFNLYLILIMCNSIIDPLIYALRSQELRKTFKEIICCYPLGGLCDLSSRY
NOD2-RIPK2 inh = NOD2-RIPK2 binding disruptors in cells, primary screen, fluorescence, CHO cells, BLA complementation; 360,000 tested, 0.38% active; Receptor-interacting serine/threonine-protein kinase 2 (Homo sapiens), O43353; CCF4 ratio; inhibition, % at 4.98 µM; in the data active means inhibition above about 21%;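 further: 0% = vehicle only and 100% = reference blocker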
Target sequence (O43353 whole entry, looked up): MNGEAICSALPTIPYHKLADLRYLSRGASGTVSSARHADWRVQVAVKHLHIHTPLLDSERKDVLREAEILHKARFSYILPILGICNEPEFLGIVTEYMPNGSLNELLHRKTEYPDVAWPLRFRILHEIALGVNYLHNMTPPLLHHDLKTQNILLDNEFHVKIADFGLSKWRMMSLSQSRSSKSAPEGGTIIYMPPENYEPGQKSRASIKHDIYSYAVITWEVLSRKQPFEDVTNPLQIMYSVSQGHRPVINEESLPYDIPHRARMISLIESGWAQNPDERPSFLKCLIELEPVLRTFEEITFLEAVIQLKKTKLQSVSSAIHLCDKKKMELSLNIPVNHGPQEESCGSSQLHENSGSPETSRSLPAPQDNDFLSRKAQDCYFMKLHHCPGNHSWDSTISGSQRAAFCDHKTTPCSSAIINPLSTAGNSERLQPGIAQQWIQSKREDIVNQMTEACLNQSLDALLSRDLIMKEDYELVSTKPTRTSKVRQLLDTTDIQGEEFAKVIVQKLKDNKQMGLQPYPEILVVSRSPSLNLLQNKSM
TLR9-MyD88 inh = inhibitors of TLR9-MyD88 association in cells, primary screen, cell-based, CHO, BLA complementation, fluorescence; Toll-like receptor 9 (Homo sapiens) + Myeloid differentiation primary response protein …; CCF4 FRET ratio; inhibition, % at 4.98 µM; 340,000 tested, 0.21% active; AID 504734, 2011;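 active means inhibition above the mean over all tested compounds plus 3 SD, cut at about 21% in these data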;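 further: 0% = DMSO only wells and 100% = clavulanate BLA inhibitor control wells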
MC4R antag cAMP = MC4R antagonists of cAMP signaling, primary screen, cell-based, TR-FRET, antagonist arm of biased-ligand search. Melanocortin receptor 4 (Homo sapiens), P32245. MC4R-expressing cells, MTII-stimulated cAMP, LANCE TR-FRET. inhibition, % at 6.5 µM. 360,000 tested, 0.48% active. AID 540295, 2011;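 active means inhibition above its plate's cutoff, the mean of tested wells on that plate plus 3 SD, cut at about 29% in these data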;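 further: 0% = Melanotan II alone and 100% = Melanotan II plus saturating MCL0020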
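Material – human MC4R-expressing U2OS cells · Repeats – no replicates · Detection – TR-FRET with Eu-cAMP and labeled anti-cAMP, 671 nm · Times – compound 30 min, challenge 1 h, detection 1 h · Compound – single nominal compound dose of 6.5 µM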
Cardio protect = cardioprotection against H2O2-induced cell death, primary screen, uHTS, H9c2 cells, ATPLite luminescence; H9c2 cardiomyocytes, H2O2 injury protection, 2 h; 360,000 tested, 0.63% active; AID 588492, 2011; protection from H2O2 cell death, % at 20 µM;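 active means compounds giving at least 50% protection of heart cells from peroxide-induced death in the single-dose screen, raw or plate-pattern-corrected value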;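 further: 0% = DMSO wells with peroxide and 100% = DMSO wells without peroxide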
SRC2 inh = inhibition of GAL4-SRC2 driven luciferase reporter, primary screen, SRC2 inhibitor project, cell-based, luminescence; Nuclear receptor coactivator 2 (Homo sapiens), Q15596; HEK293 GAL4-SRC2 luciferase reporter; inhibition, % at 9 µM; 370,000 tested, 0.17% active;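 active means inhibition above the mean inhibition of all tested compounds plus 3 SD, set per campaign, cut at about 52% in these data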;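 further: 0% = DMSO treated cells and 100% = cells given Gossypol at 36 µM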
The depositor's hits bear a star; . = no result given.

SMILES	ABCB6 inh 2	HTR2A ag	ABHD5-PLIN5 inh	N-glyco inh	MC4R ag barr	NOD2-RIPK2 inh	TLR9-MyD88 inh	MC4R antag cAMP	Cardio protect	SRC2 inh
CCC(CC)COC(=O)C1=C(C)NC(=O)NC1c1ccc(N(C)C)cc1 (centres undefined)	108	-3	-1	-3	3.8	2	8	2	-6	-20
COc1ccc2ccccc2c1CNC(C)c1ccccc1 (centres undefined)	102	-5	-2	-2	1.2	-12	-6	-3	-5	-9
Cc1cnn(-c2nc(-c3ccccc3)cc(-c3ccccc3)n2)c1	97	1	-2	-3	0.5	-7	4	11	6	14
Cc1ccc(/C=N/NC(=O)c2cccc(S(=O)(=O)Nc3cccc(Cl)c3)c2)o1	101	1	-7	0	-1.6	-4	0	-4	-1	13
COc1ccccc1CCNC(=O)c1cnccn1	92	-3	4	4	-0.6	4	-1	1	6	-13
CC(NC(=O)c1ccccc1)C(c1cccs1)N1CCOCC1 (centres undefined)	97	5	-1	0	-1.1	-10	13	4	8	26
CCCNC(=O)Cn1c(=O)/c(=C\c2ccc(-c3cccc([N+](=O)[O-])c3)o2)s/c1=C\C(=O)C(C)(C)C	130	5	-4	-3	-1.6	2	-2	4	48	-28
O=C(NCCCN1CCCCC1)C1(S(=O)(=O)c2ccc(Cl)cc2)CC1	97	-1	0	-1	-0.9	-4	-8	2	3	-12
CC(C)CNC(=O)Nc1ccccc1F	100	2	1	2	-1.2	-15	11	-6	-2	-7
O=C(c1ccc2nc(N3CCOCC3)sc2c1)N1CCN(C(=O)c2ccco2)CC1	107	-1	-4	0	0.1	-3	-9	5	2	12
Cc1cc(C)n(CC2CC(=O)N(c3ccccc3)C2=O)n1 (centres undefined)	94	5	11	-1	1.9	-2	2	2	-1	23
C[C@@H]1CCC(=O)N(C[C@@H](C)CSc2ccc(Br)cc2)CC1	93	-2	-10	-5	0.9	8	-7	0	-12	-25

Ordered by count of non-hydrogen atoms (lowest first): some entries from above
SMILES	ABCB6 inh 2	HTR2A ag	ABHD5-PLIN5 inh	N-glyco inh	MC4R ag barr	NOD2-RIPK2 inh	TLR9-MyD88 inh	MC4R antag cAMP	Cardio protect	SRC2 inh
CC(NC(=O)c1ccccc1)C(c1cccs1)N1CCOCC1 (centres undefined)	97	5	-1	0	-1.1	-10	13	4	8	26
O=C(NCCCN1CCCCC1)C1(S(=O)(=O)c2ccc(Cl)cc2)CC1	97	-1	0	-1	-0.9	-4	-8	2	3	-12
CCCNC(=O)Cn1c(=O)/c(=C\c2ccc(-c3cccc([N+](=O)[O-])c3)o2)s/c1=C\C(=O)C(C)(C)C	130	5	-4	-3	-1.6	2	-2	4	48	-28

Next part:
SMILES	ABCB6 inh 2	HTR2A ag	ABHD5-PLIN5 inh	N-glyco inh	MC4R ag barr	NOD2-RIPK2 inh	TLR9-MyD88 inh	MC4R antag cAMP	Cardio protect	SRC2 inh
CC1CCN(S(=O)(=O)c2ccc3c(c2)CC(C)N3C(=O)C2CCC2)CC1 (centres undefined)	96	-5	-15	-4	-3.6	0	10	1	-4	8
COc1ccccc1/C=N/NC(=O)CO	98	3	-1	0	0.3	1	-6	22	6	6
O=C1CC(c2ccc3c(c2)OCO3)Sc2nc3ccccc3n21 (centres undefined)	88	3	5	-18	-1.5	-15	-2	-10	-16	2
CCC(CC)c1nc2cc(OC)c(OC)cc2c(=O)o1	93	-1	-4	5	-2.5	-1	-1	5	9	-12
COC(=O)CNC(=O)c1cc(-c2ccncc2)nc2ccccc12	70*	-1	-9	1	-1.6	-2	-6	5	0	-4
CN(Cc1cnn(C)c1)C(=O)C1CCC(=O)N(Cc2cccc(F)c2)C1 (centres undefined)	103	8	-7	1	-2.1	6	1	2	4	1
Cc1ccc(C(=O)N(CC(=O)NC2CCCC2)c2ccccc2C)s1	98	-3	-4	-2	-3.2	-1	1	8	-6	2
CN(CC(=O)Nc1ccccc1Cl)C(=O)COC(=O)C1=COCCO1	102	2	3	1	-4.1	-9	0	8	0	9
CCc1ccc(CN2CCCC(CNS(=O)(=O)c3ccc(OC)cc3)C2)cc1 (centres undefined)	100	-4	4	-1	-4.2	4	-8	0	23	6
COc1ccc(/C(O)=C2\C(=O)C(=O)N(c3cc(C)on3)C2c2ccccc2OC)cc1 (centres undefined)	93	2	3	-1	-2.3	-1	-5	13	10	-5
C#CCN(C[C@H]1[C@H](OC(=O)NCC2CCCCC2)[C@H](OC(=O)NCC2CCCCC2)C[C@@H](C(=O)OC)[C@H]1C(=O)OC)S(=O)(=O)c1ccc(C)cc1	87	1	-1	-6	2.0	1	1	2	2	-8
O=C(Nc1ccc2ccccc2c1)N1CCN(c2ncccc2C(F)(F)F)CC1	144	-3	4	0	0.3	4	-2	15	-4	5
Cc1oc(-c2ccc(Cl)cc2)nc1CS(=O)CC(=O)NCCCN1CCOCC1 (centres undefined)	96	0	4	2	-3.5	8	-4	8	-4	4
CCN(CC)CCNC(=O)c1cc(-c2ccco2)nc2ccccc12	98	-7	-5	2	-1.9	-5	0	6	-1	8
Cc1cc(OCC(=O)Nc2ccc(CN3CCOCC3)cc2)c2c(C)c(C)c(=O)oc2c1	111	-1	2	14	-1.3	-4	6	1	13	-6
COc1ccccc1CNS(=O)(=O)c1ccc(NC(C)=O)cc1	102	0	-2	3	-0.7	5	-13	19	-7	-13
NS(=O)(=O)c1ccc(CCNC(=O)C2CCN(C(=O)Nc3ccccc3)CC2)cc1	98	2	0	0	0.4	7	-1	1	-2	-21
CCCc1nc2ccc(Cl)cn2c1Cc1ccccc1OC	102	-1	-11	-1	.	2	.	.	-10	1
CC(C)C(c1nnnn1CCc1ccccc1)N1CCOCC1 (centres undefined)	88	-2	0	0	-0.1	10	2	2	6	17
Cc1ccc(S(=O)(=O)N(CC(=O)N2CCc3ccccc3C2)c2ccc(Cl)c(Cl)c2)cc1	98	-1	1	-9	0.5	-1	3	8	-11	-18
O=C(CC(=O)Nc1ccccc1C(F)(F)F)Nc1ccccc1C(F)(F)F	100	-3	-8	-1	-0.8	-6	-2	19	-2	-26
Cc1ccc(C)c2sc(N3CCN(C(=O)c4ccc([N+](=O)[O-])o4)CC3)nc12	90	1	-2	2	0.6	6	4	4	-4	7
O=C(NC(=S)NNC(=O)c1ccccc1O)c1ccccc1	98	1	2	3	-1.6	-14	6	8	3	-22
Cc1ccc(C(=O)O/N=C2\CCSc3ccc(C)cc32)cc1	88	2	10	1	-0.2	0	0	-4	-12	-21
O=C(Cc1n[nH]c(=O)c2ccccc12)N1CCN(S(=O)(=O)c2ccc(F)c(Cl)c2)CC1	94	6	4	2	-0.2	-13	-4	-3	34	-22
COCCNc1nc(Oc2cccc(NC(C)=O)c2)c2sccc2n1	99	2	2	0	1.2	-4	.	8	-2	18
O=C(CSC(=S)N1CCCC1)N(Cc1nnc(-c2ccccc2Cl)o1)C1CC1	102	-6	1	1	-2.5	-9	-7	4	-8	18
Cc1cccc(N2C(=O)N3[C@H](c4ccc(Cl)cc4)[C@@H]4C(=O)N(C5CCCCC5)C(=O)[C@@H]4[C@]3(Cc3ccc(Cl)cc3)C2=O)c1	101	-1	-10	1	2.4	-27	2	18	-4	.
COc1cc(C2NC(=O)NC(c3ccccc3)=C2C(C)=O)ccc1OCC(=O)O (centres undefined)	94	1	7	1	-2.1	-3	1	5	3	9
Cc1ccc(N(CC(=O)Nc2ccccc2C(=O)NCc2ccco2)S(=O)(=O)c2ccccc2)cc1C	88	-1	-5	-5	-1.1	-5	-6	-3	10	7
O=C(CN(CCc1ccccc1)S(=O)(=O)c1ccc(Br)cc1)N/N=C/c1ccc2c(c1)OCO2	97	4	-1	-6	8.5*	-8	2	12	-12	7
Cc1ccc(-n2nnc(-c3cnc4ccccc4c3)n2)cc1	101	0	1	-12	-0.5	-4	-4	4	-18	-64
NC(=O)NC(=O)COC(=O)c1ccc2c(c1)C(=O)N(Cc1ccccc1)C2=O	95	0	-6	2	3.1	-6	5	19	3	-2
O=C1OCCC1Sc1nnc(-c2ccco2)o1 (centres undefined)	97	1	-1	0	0.0	-2	2	20	12	-19
CC(=O)c1cc(F)c(N2CCN(C(=O)COc3ccc(F)cc3)CC2)cc1C	92	1	-5	-1	1.9	1	-12	-4	-11	14
COc1ccc(CCN2C(=O)CC(N3CCN(S(=O)(=O)c4ccccc4)CC3)C2=O)cc1 (centres undefined)	90	-3	-1	0	0.5	-7	-14	14	2	-47
N#C/C(=C\c1cccs1)C(=O)NCC1CCCO1 (centres undefined)	98	2	-6	2	0.4	2	4	-4	2	-63
COc1ccc(CCNC(=O)c2c(O)c3ccccc3[nH]c2=O)cc1	101	0	4	1	-0.2	11	3	1	1	-22
COc1ccc(CNC(=O)c2ccccc2SCC(=O)N2CCCC2)cc1OC	93	3	8	-1	-1.8	-6	2	2	5	-25
CCC(C(=O)N1CCc2ccccc2C1)n1nc(C)n2c(cc3occc32)c1=O (centres undefined)	100	6	-3	1	-1.3	-14	-9	13	4	-1
Cc1ccc(-c2csc(C(C)(O)c3ccc(F)c(F)c3)n2)cc1C (centres undefined)	97	14	-16	-1	0.4	-3	.	7	-7	7
COc1cc(SC)ccc1C(=O)NCCc1ccccc1	97	-8	-1	-2	-1.1	5	3	-1	-5	-50
CCCCOc1ccc(Cn2c(=O)oc3ccccc32)cc1	95	0	3	-5	2.9	-6	3	4	-4	-8
O=C(O)CCc1ccc(-c2ccccc2)n1Cc1ccco1	85	-4	15	-1	0.6	-3	-7	-2	-1	-4
Cc1ccc(S(=O)(=O)Cc2ccc(C(=O)N3CCC(C(N)=O)CC3)o2)cc1	55*	-6	12	2	-0.8	2	1	2	1	-7
O=C(Nc1ccc2nc3n(c(=O)c2c1)CCCC3)c1ccc(Cl)nc1	98	-2	4	-1	0.1	-7	3	2	4	3
COc1ccc(-c2ccnc3c(C(=O)O)cnn23)cc1	99	2	0	1	-1.5	9	-1	9	-6	13
CN(C)C1=NCC(CSC(=N)N)S1 (centres undefined)	95	5	-7	2	-2.6	-1	1	0	1	-12
Cc1ccc(Nc2c([N+](=O)[O-])ccc3nonc23)cc1C	93	11	15	-1	-0.1	2	4	7	-7	-37
COc1cccc(C(=O)N/N=c2\sc3ccccc3n2C)c1	95	-2	-3	1	-1.1	-2	5	19	-2	-24
CCCc1cc(=O)[nH]c(SCC(=O)Nc2ccc(N3CCCCC3)cc2)n1	96	0	2	-1	-0.6	-6	0	5	-2	-39
CNc1nc(C)nc(N/N=C/c2ccccc2)n1	102	-1	2	1	-4.5	-2	-2	10	-14	-16

This is a subset; the hit share may differ from the screen's.
